Screening results deposited in PubChem BioAssay by Broad Institute.
esBAF inh: inhibitors of esBAF chromatin remodeling in mouse ES cells. Bmi1-luciferase knock-in reporter, 24 h; 100% = twice the neutral-well signal. reporter increase, % at 12.5 µM. 2% of 350,000 active; in the data active means activation above about 40%; inconclusive means no clear call, values can overlap the other calls;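 further: 0% = median of the plate's neutral control wells and 100% = double that signal; a rise in the Bmi1 reporter signal indicates esBAF inhibition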
ERp5 inh: blocks human ERp5 reductase activity on insulin; 0.05% of 350,000 active; AID 651711; ERp5 insulin aggregation, absorbance 650 nm, 90 min; inhibition, % at 9.99 µM; Q15084;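 active means mean replicate inhibition above about 25%, with every replicate also reaching it, limit read from the data, passing the limit was not always enough; inconclusive means only one of those two criteria met; inactive means neither criterion met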
Target sequence (Q15084 whole entry, looked up): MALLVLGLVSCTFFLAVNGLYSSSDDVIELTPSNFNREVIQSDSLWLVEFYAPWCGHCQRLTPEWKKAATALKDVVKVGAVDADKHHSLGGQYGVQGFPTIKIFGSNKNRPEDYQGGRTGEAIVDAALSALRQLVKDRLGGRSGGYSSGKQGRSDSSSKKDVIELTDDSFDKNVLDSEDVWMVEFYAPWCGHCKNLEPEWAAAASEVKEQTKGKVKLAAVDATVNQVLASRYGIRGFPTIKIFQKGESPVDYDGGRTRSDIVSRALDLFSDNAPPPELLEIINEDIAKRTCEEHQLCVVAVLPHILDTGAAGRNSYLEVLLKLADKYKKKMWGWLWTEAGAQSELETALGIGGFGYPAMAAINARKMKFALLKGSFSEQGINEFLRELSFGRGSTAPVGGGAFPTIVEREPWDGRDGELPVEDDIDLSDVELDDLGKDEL
miR-122 sensor: miR-122 inhibition in Huh7 cells. Huh7 miR-122 Renilla luciferase sensor, 48 h; neutral wells = 0, positive control = 100. activation (reporter increase), % at 12.5 µM. 0.3% of 340,000 active;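 active means mean replicate activation score at least 90 and every replicate individually at or above 90; inconclusive means only one of the two criteria met; inactive means neither criterion met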;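 further: higher luciferase means less miR-122 activity so hits act as miR-122 inhibitors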
SIRT5 inh: blocks human SIRT5 desuccinylation of peptide. Q9NXA8. Purified SirT5, succinyl-peptide AMC, trypsin-coupled fluorescence. inhibition, % at 15 µM. 1.1% of 330,000 active. AID 652115; in the data active means inhibition above about 15%; inconclusive means no clear call, values can overlap the other calls
Target sequence (Q9NXA8 whole entry, looked up): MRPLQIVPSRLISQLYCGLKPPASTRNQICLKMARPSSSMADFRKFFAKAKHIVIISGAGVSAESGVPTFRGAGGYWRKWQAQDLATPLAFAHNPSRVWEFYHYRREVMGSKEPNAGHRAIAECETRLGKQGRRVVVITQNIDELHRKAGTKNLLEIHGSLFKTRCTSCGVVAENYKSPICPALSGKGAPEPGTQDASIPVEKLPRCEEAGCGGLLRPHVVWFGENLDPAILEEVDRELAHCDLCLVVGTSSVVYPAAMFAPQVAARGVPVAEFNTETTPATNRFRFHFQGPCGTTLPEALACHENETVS
Cneo AK release: Cryptococcus neoformans lysis via adenylate kinase release; C. neoformans lysis, adenylate kinase release luminescence, 4 h; normalised: neutral wells 0, clomiphene wells 100; lysis activity, % at 15 µM; 0.2% of 360,000 active; AID 651654;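 active means mean lysis activity across replicates of at least 80%, whatever share of replicates individually reach that level; inactive means mean lysis activity below 80%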
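Assay system: Cryptococcus neoformans yeast cells / Dosing: single-point compound dose / Timing: 4 h at 37 °C static, read 1 h later / Measured by: luminescence of released adenylate kinase using an AK detection reagent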
C2C12 statin: protects C2C12 myotubes from simvastatin toxicity. 0.78% of 330,000 active. rescue of ATP level, % at 7.49 µM. ATP luminescence, 48 h; scaled: DMSO 0, geranylgeraniol control 100;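 active means mean ATP rescue above about 67%, or every replicate alone reaching that limit, limit read from the data, passing the limit was not always enough; inconclusive means no clear call, values can overlap the other calls; inactive means mean under the limit and some replicate under it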;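 further: myotubes were challenged with 10 µM simvastatin during compound exposure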
ARNT-TACC3 inh: disrupts binding between human ARNT and TACC3; Q9Y6A5; AlphaScreen His-ARNT PAS-B/GST-TACC3 binding, luminescence; TACC3 fragment carries E629A point mutation; inhibition, % at 9.99 µM; 0.66% of 390,000 active;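 active means mean inhibition of replicates at least 50% and at least half of replicates each reaching 50%; inconclusive means half or more replicates reach 50% but mean below 50%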;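 further: 0% = complete ARNT plus TACC3 wells and 100% = ARNT alone without TACC3; many hits fall short of the cut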
* hit, by the source's call; [ ] = remark or other dose.

Screening Cc1nc2ccc(C(=O)NCc3ccc4c(c3)OCO4)cc2s1 returned ERp5 inh -7, SIRT5 inh -3 and ARNT-TACC3 inh -5.
`Cc1ccc(C)c(NC(=S)NCCc2ccc(S(N)(=O)=O)cc2)c1` gave ERp5 inh -5, miR-122 sensor -1, SIRT5 inh -1 and Cneo AK release 1.
`O=C(CSc1nc(-c2ccco2)cc(C(F)(F)F)n1)N1CCN(Cc2ccccc2)CC1` gave esBAF inh 1, ERp5 inh -2, miR-122 sensor 10, SIRT5 inh 1, Cneo AK release -3, C2C12 statin 41 and ARNT-TACC3 inh 8.
For COc1ccccc1NS(=O)(=O)c1cc(Cl)ccc1OC the results were esBAF inh -2, miR-122 sensor inconclusive, Cneo AK release -2, C2C12 statin 34 and ARNT-TACC3 inh 3.
For CCC(C)NCCCCOc1ccc(C)cc1[N+](=O)[O-] (stereo not drawn) the results were esBAF inh -6, ERp5 inh -2, miR-122 sensor 2, SIRT5 inh 2, Cneo AK release -1, C2C12 statin -8 and ARNT-TACC3 inh -20.
Cc1ccccc1N(CC(=O)NC1CCCC1)C(=O)CS(=O)CC(=O)Nc1ccc2c(c1)OCO2 (stereo not drawn) was read as esBAF inh 2, miR-122 sensor 3, Cneo AK release 0, C2C12 statin 127* and ARNT-TACC3 inh -10.
Cc1ccc(N(C(=O)C2CCC(=O)N2)C2(C(=O)NC3CCCCC3)CCCCC2)cc1 (stereo not drawn) was read as esBAF inh 0, miR-122 sensor -4, Cneo AK release -2, C2C12 statin 119* and ARNT-TACC3 inh -8.
For O=C(CC(F)(F)F)N1C[C@H]2[C@@H](c3ccccc31)[C@H](CO)N2C(=O)c1ccncc1 the results were esBAF inh 0, ERp5 inh -1, miR-122 sensor -8[16.7 µM], SIRT5 inh 1, Cneo AK release -4, C2C12 statin 9 and ARNT-TACC3 inh -3.
COc1ccc(S(=O)(=O)Nc2ccc3c(c2)C(=O)N([C@@H](C)CO)C[C@@H](C)[C@H](CN(C)S(=O)(=O)c2ccc(Cl)cc2)OCCCC[C@H](C)O3)cc1 was read as esBAF inh -1, ERp5 inh -1, miR-122 sensor -4[16.7 µM], SIRT5 inh 1, Cneo AK release 25 and ARNT-TACC3 inh -8.
`COc1ccccc1C(=O)NCCC(=O)NNC(=O)Cn1ccc(C(F)(F)F)n1` gave esBAF inh 6, ERp5 inh -2, miR-122 sensor 3, SIRT5 inh 4, Cneo AK release 1, C2C12 statin 5 and ARNT-TACC3 inh 28.
`COc1cccc(NC(=O)CN(C)C(=O)c2cn(-c3ccccc3)nc2-c2cccs2)c1` gave esBAF inh 5, ERp5 inh -1, miR-122 sensor -2, SIRT5 inh -3, C2C12 statin -19 and ARNT-TACC3 inh 0.
`Cc1nc(-c2ccc(F)cc2)c(CC(=O)N(C)CC(=O)Nc2ccccc2Cl)s1` gave esBAF inh 3, ERp5 inh 4, SIRT5 inh 4, Cneo AK release -5, C2C12 statin 2 and ARNT-TACC3 inh -10.
Screening Cc1ccc(S(=O)(=O)N2CC[C@H]3[C@H](CO)Nc4ccc(-c5cccc(C(=O)N(C)C)c5)cc4[C@H]32)cc1 returned esBAF inh -1, ERp5 inh -2, miR-122 sensor 0[16.7 µM], SIRT5 inh 0, Cneo AK release -16, C2C12 statin -15 and ARNT-TACC3 inh 1.
Screening Clc1ccc(Nc2nc(-c3cccs3)cs2)nc1 returned esBAF inh 6, ERp5 inh -9, miR-122 sensor 2, SIRT5 inh -1, Cneo AK release -17, C2C12 statin 1 and ARNT-TACC3 inh 4.
`CCOC(=O)[C@H]1[C@H]2COc3ccc(OC)cc3[C@@H]2N2C(=O)CN(C)C(=O)[C@@]12C` gave esBAF inh -1, ERp5 inh -4, miR-122 sensor 9, Cneo AK release 6, C2C12 statin 11 and ARNT-TACC3 inh -3.
Cc1nc2ccccc2c2c1C(=O)N(C(C)C)C2=O was read as esBAF inh -4, ERp5 inh -2, miR-122 sensor -1, SIRT5 inh 3, C2C12 statin 1 and ARNT-TACC3 inh -1.
O=S(=O)(c1ccccc1)N1C2CCC1CC(O)(c1cccnc1)C2 (stereo not drawn) was read as esBAF inh 7, miR-122 sensor -1, Cneo AK release 0 and ARNT-TACC3 inh -3.
For O=C(OCCNC(=O)c1cc2ccccc2oc1=O)c1cccnc1 the results were esBAF inh -5, miR-122 sensor -7, Cneo AK release -6, C2C12 statin 16 and ARNT-TACC3 inh 3.
For CCOC(=O)N/N=C\c1ccc(OC/C=C/c2ccccc2)cc1 the results were esBAF inh 8, ERp5 inh -3, miR-122 sensor 3, SIRT5 inh 1, Cneo AK release -3, C2C12 statin 0 and ARNT-TACC3 inh 1.
CC(NC(C)c1ccccc1Cl)C(=O)Nc1cccc(S(=O)(=O)N2CCCCC2)c1 (stereo not drawn) was read as esBAF inh 1, ERp5 inh 5, SIRT5 inh -2, Cneo AK release 1, C2C12 statin 3 and ARNT-TACC3 inh -8.
CCC(C)(C)n1nnnc1C(C(C)C)N(CCN1CCOCC1)Cc1cc2cccc(C)c2[nH]c1=O (stereo not drawn) was read as esBAF inh -3, miR-122 sensor 1, Cneo AK release -5, C2C12 statin -4 and ARNT-TACC3 inh 5.
Screening O=C(NCC1CCCCC1)c1ccc2nc([C@@H]3O[C@H](CO)[C@@H](O)[C@H]3O)[nH]c2c1 returned esBAF inh -2, ERp5 inh 4, miR-122 sensor -1, Cneo AK release 0 and C2C12 statin -8.
For Cc1nc2ccccc2c2c1C(=O)N(c1ccc(C(=O)O)cc1)C2=O the results were ERp5 inh 0, SIRT5 inh -1 and ARNT-TACC3 inh -19.
COc1ccc(S(=O)(=O)Nc2ccc3c(c2)[C@H]2C[C@H](CC(=O)N(C)C)O[C@H](CO)[C@H]2O3)cc1 was read as esBAF inh 1, ERp5 inh -7, miR-122 sensor 4[16.7 µM], SIRT5 inh 13, Cneo AK release 10, C2C12 statin -8 and ARNT-TACC3 inh 12.
For CC[C@@H]1C=C(C(=O)O)[C@H](c2ccc3c(c2)OCO3)N1S(=O)(=O)c1ccc(C)cc1 the results were esBAF inh -2, ERp5 inh 3, miR-122 sensor -2, SIRT5 inh -2, Cneo AK release 5, C2C12 statin 3 and ARNT-TACC3 inh -10.
For CN1C(=O)c2cc(NC(=O)c3ccccc3Cl)ccc2OC[C@H]2O[C@H](CC(=O)O)CC[C@@H]21 the results were esBAF inh -1, ERp5 inh 1, miR-122 sensor 32[16.7 µM], SIRT5 inh -6, Cneo AK release 2, C2C12 statin 18 and ARNT-TACC3 inh -11.
`O=C(C[C@@H]1C=C[C@H](NC(=O)C2CC2)[C@H](CO)O1)Nc1ccccc1` gave esBAF inh 0, ERp5 inh 3, SIRT5 inh 2, Cneo AK release 4, C2C12 statin 2 and ARNT-TACC3 inh -2.
Screening O=C(Nc1ccc(Cl)cn1)C1CCCN1S(=O)(=O)c1ccccc1 (stereo not drawn) returned esBAF inh 2, miR-122 sensor -1, Cneo AK release -4, C2C12 statin 7 and ARNT-TACC3 inh -11.
For O=C(Nc1c2c(nn1-c1ccc(F)cc1)CS(=O)(=O)C2)C1CCCC1 the results were esBAF inh 1, ERp5 inh 4, miR-122 sensor -1, SIRT5 inh -3, Cneo AK release 5, C2C12 statin -1 and ARNT-TACC3 inh -2.
`CCOC(=O)C1=C(C)C(c2ccc(OC)cc2)NC(=O)N1` (stereo not drawn) gave ERp5 inh 0, SIRT5 inh -5 and ARNT-TACC3 inh -6.
Screening O=C(C[C@@H]1CC[C@@H]2[C@H](COC[C@@H](O)CN2Cc2cc(F)cc(F)c2)O1)NC1CCC1 returned esBAF inh 2, ERp5 inh 1, miR-122 sensor -2[16.7 µM], SIRT5 inh 6, Cneo AK release -3, C2C12 statin 6 and ARNT-TACC3 inh 0.
O=C(Nc1cccc(Cl)c1)c1cccc(Oc2ccc([N+](=O)[O-])cc2Cl)c1 was read as esBAF inh -2, ERp5 inh -7, miR-122 sensor -7, Cneo AK release 3, C2C12 statin -1 and ARNT-TACC3 inh 2.
For COc1ccc(/C=C(\C#N)C(=O)Nc2cccnc2)cc1 the results were ERp5 inh 0, SIRT5 inh -2 and ARNT-TACC3 inh -8.
`COC(=O)c1c(NC(=O)c2ccccc2F)sc(C(=O)N2CCOCC2)c1C` gave esBAF inh -11, ERp5 inh 7, miR-122 sensor 3, SIRT5 inh -4, Cneo AK release -10, C2C12 statin -13 and ARNT-TACC3 inh 8.
Screening CC1(C(=O)N2CCC(CC3CC(c4cccc(Br)c4)=NO3)(C(=O)NCC3CCCCC3)CC2)CC1 (stereo not drawn) returned esBAF inh -3, ERp5 inh -4, Cneo AK release -4, C2C12 statin -11 and ARNT-TACC3 inh -2.
For C=CCN1CCN(C(c2ccc(Cl)cc2)c2nnnn2CCc2ccc(OC)c(OC)c2)CC1 (stereo not drawn) the results were esBAF inh 6, miR-122 sensor -3, Cneo AK release -1, C2C12 statin -3 and ARNT-TACC3 inh -4.
Screening COc1ccc(C(=S)N2CCN(C)CC2)cc1Br returned esBAF inh 1, Cneo AK release 2, C2C12 statin -8 and ARNT-TACC3 inh 0.
For O=C(N=Nc1c(O)[nH]c2ccc(Cl)cc12)c1cc(-c2cccs2)nc2ccccc12 the results were esBAF inh 1, miR-122 sensor -1, Cneo AK release 2, C2C12 statin 1 and ARNT-TACC3 inh -1.
Screening COc1cc(C(=O)NCc2nnc(SCC(=O)Nc3nccs3)o2)cc(OC)c1OC returned ERp5 inh 2, SIRT5 inh -2 and ARNT-TACC3 inh 69*.
Screening COc1ccc(Cc2c(-c3ccc(F)cc3)nc3ccc(Br)cn23)c(C)c1 returned esBAF inh 57*, ERp5 inh -2, miR-122 sensor 0, SIRT5 inh -2, Cneo AK release -2 and C2C12 statin -12.

Compounds shown so far with a nitro group on carbon, in the order listed:
For CCC(C)NCCCCOc1ccc(C)cc1[N+](=O)[O-] (stereo not drawn) the results were esBAF inh -6, ERp5 inh -2, miR-122 sensor 2, SIRT5 inh 2, Cneo AK release -1, C2C12 statin -8 and ARNT-TACC3 inh -20.
O=C(Nc1cccc(Cl)c1)c1cccc(Oc2ccc([N+](=O)[O-])cc2Cl)c1 was read as esBAF inh -2, ERp5 inh -7, miR-122 sensor -7, Cneo AK release 3, C2C12 statin -1 and ARNT-TACC3 inh 2.

New compounds follow:
COc1cc2cc(CN(CCc3cccc(C)c3)C(=S)NCCCN3CCOCC3)c(=O)[nH]c2cc1OC was read as esBAF inh 1, ERp5 inh 1, miR-122 sensor -1, SIRT5 inh -4, Cneo AK release -1, C2C12 statin -22 and ARNT-TACC3 inh 1.
COC(=O)N1CCN(c2ccc(C(C)=O)cc2)CC1 was read as esBAF inh 2, miR-122 sensor 55, Cneo AK release 0, C2C12 statin 47 and ARNT-TACC3 inh -4.
Screening COCCn1c(SCC(=O)Nc2cc(C)on2)nc2cc(Cl)ccc2c1=O returned esBAF inh 1, ERp5 inh -17, miR-122 sensor -2, SIRT5 inh -2, Cneo AK release 0, C2C12 statin 3 and ARNT-TACC3 inh -1.
Screening COc1ccc(S(=O)(=O)n2cnc3ccccc32)cc1OC returned esBAF inh -2, ERp5 inh 0, miR-122 sensor 2, SIRT5 inh 6, Cneo AK release 2, C2C12 statin 8 and ARNT-TACC3 inh -3.
Screening CC(C)(C)NC(=O)/C(=C\c1ccc(Br)cc1)NC(=O)c1cccs1 returned miR-122 sensor 20, Cneo AK release -3 and ARNT-TACC3 inh -4.
COc1ccc(C(=O)/C=C2/c3ccccc3CC(C)(C)N2C)cc1 was read as esBAF inh 11, miR-122 sensor -2, Cneo AK release -1, C2C12 statin -27 and ARNT-TACC3 inh 6.
For Cc1cc(C)n(-c2ccc(-n3ccnc3)nn2)n1 the results were esBAF inh 3, miR-122 sensor 10, Cneo AK release -4, C2C12 statin -43 and ARNT-TACC3 inh -4.
For Cc1onc(-c2ccccc2Cl)c1C(=O)OCC(=O)c1ccc[nH]1 the results were esBAF inh -2, ERp5 inh 4, miR-122 sensor -7, SIRT5 inh 0, Cneo AK release 1, C2C12 statin -13 and ARNT-TACC3 inh 5.
Screening COc1ccccc1N1CCN(Cc2cc3c(cc2O)OCO3)CC1 returned esBAF inh -8, ERp5 inh 5, SIRT5 inh -2, Cneo AK release -3, C2C12 statin 9 and ARNT-TACC3 inh -6.
